BRCA1 expr act – qHTS Assay to Identify Small Molecule Activators of BRCA1 Expression. Potency, µM (doses to about 46.1 µM), for inactives: top-dose activation, hits mostly activators. 380,000 compounds, 1.1% hits. MCF7-BRCA1-FFLuc reporter, luminescence, 48 h; response scale: scaled: vehicle 0%, 10 µM genistein 100%. AID 624202, 2012; note: potency is the fitted concentration of half-maximal effect; nearly all actives have a fitted effect of over 80% in size; some results filed as inactive show a strong effect at the top dose
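Activators of BRCA1 expression were detected as increased firefly luciferase luminescence in engineered MCF7 cells after 48 h compound incubation. Signals were scaled to genistein 10 microM as full activation.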
Gal4-VP16 FLuc – VP16 counterscreen qHTS for inhibitors of ROR gamma transcriptional activity; Drosophila S2 Gal4-VP16 UAS-luciferase, luminescence, 20 h; Potency, µM (series often up to 53.6 µM), without a hit: at the highest dose activity, negative = inhibition, usual class: inhibitors; 310,000 compounds, 3.5% hits;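 note: Gal4-VP16 expression switched on by copper sulfate through the metallothionein promoter; potency is the fitted concentration of half-maximal effect; % is set by controls: 0 for no effect and ±100 for the full control effect; nearly all actives have a fitted effect of over 50% in size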
Rab9 promoter act – qHTS Assay for Rab9 Promoter Activators. Huh7 Rab9 promoter-luciferase reporter, luminescence, 24 h. 320,000 compounds, 2.8% hits. Potency, µM (titrated, usually from 9.22 µM), without a hit: top-dose activation, negative = inhibition, actives largely listed as activators; note: potency is the fitted concentration of half-maximal effect; % of control where 0% means no effect; nearly all actives have a fitted effect of over 60% in size
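Rab9 promoter-driven luciferase in stably transfected Huh7 cells; 1500 cells/well rested 2 h, exposed to compound in DMSO for 24 h at 37 °C, 5% CO2. Luminescence read 10 min after adding luciferase reagent at ambient temperature.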
ELG1 genotox – qHTS screen for small molecules that induce genotoxicity in human embryonic kidney (HEK293T) cells expressing luciferase-tagged ELG1; HEK293T ELG1-luciferase reporter, luminescence, 16 h; Potency, µM (series often up to 46 µM), for the others: top-dose activity change, positive = activation, hits mostly activators; 330,000 compounds, 1.3% hits; AID 504466, 2011; note: potency is the fitted concentration of half-maximal effect; % of control where 0% means no effect; nearly all actives have a fitted effect of over 60% in size
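Cells (2,000/well) expressing the ELG1-luciferase fusion are dosed by pin tool and kept 16 hr at 37 °C, 5% CO2. Signal comes from ONE-Glo luciferase reagent after 30 min at room temperature.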
NPC1 prom act – qHTS Assay for NPC1 Promoter Activators | Huh7 NPC1 promoter luciferase reporter, 24 h | Potency, µM (highest dose often 9.22 µM), for inactives: at the highest dose activation, usual class: activators | 320,000 compounds, 2.4% hits;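 note: potency is the fitted concentration of half-maximal effect; % of control where 0% means no effect; nearly all actives have a fitted effect of over 60% in size; reporter is driven by a mutant NPC1 promoter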
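Luciferase expression driven by the NPC1 promoter was measured in stably transfected Huh7 cells after a 24 h compound incubation, using a luciferase reagent and a luminescence read.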
RORgamma inh – qHTS for inhibitors of ROR gamma transcriptional activity; Drosophila S2 Gal4-RORgamma UAS-luciferase reporter, 20 h; Potency, µM (titrated, usually from 53.6 µM), for the others: top-dose activity change, negative = inhibition, usual class: inhibitors; 310,000 compounds, 5.4% hits; AID 2551, 2010; note: potency is the fitted concentration of half-maximal effect; % is set by controls: 0 for no effect and ±100 for the full control effect; nearly all actives have a fitted effect of over 60% in size
Target sequence (P51450 whole entry, looked up, the tested form may be a part): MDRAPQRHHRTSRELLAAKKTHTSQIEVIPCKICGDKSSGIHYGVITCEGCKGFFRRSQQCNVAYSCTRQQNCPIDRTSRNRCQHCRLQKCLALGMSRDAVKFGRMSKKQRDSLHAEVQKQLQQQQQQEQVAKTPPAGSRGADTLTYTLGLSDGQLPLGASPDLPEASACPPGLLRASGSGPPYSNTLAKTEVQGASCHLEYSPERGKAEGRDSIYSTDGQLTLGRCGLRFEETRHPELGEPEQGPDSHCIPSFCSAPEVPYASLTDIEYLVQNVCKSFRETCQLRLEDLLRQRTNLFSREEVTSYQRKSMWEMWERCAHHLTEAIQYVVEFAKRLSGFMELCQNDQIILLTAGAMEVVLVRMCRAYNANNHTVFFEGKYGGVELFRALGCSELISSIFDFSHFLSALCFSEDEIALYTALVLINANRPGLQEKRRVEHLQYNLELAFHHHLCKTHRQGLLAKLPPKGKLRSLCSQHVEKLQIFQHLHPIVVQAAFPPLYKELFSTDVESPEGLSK
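Drosophila Schneider cells stably carrying a metallothionein-driven Gal4 DBD–ROR gamma fusion and a UAS-Photinus luciferase reporter were exposed to compound for 1 hr, then induced with copper sulfate (700 uM final) for 20 hr at ambient temperature before luminescence reading.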
Menin-MLL TR inh – qHTS Assay for Inhibitors Targeting the Menin-MLL Interaction in MLL Related Leukemias: Competition With Texas Red Labeled MLL-derived Mutant Peptide; O00255; Menin + Texas Red MLL mutant peptide, fluorescence polarization; Potency, µM (highest dose often 61.6 µM), for inactives: top-dose FP activity change, negative = inhibition, actives largely listed as inhibitors; 270,000 compounds, 0.23% hits; active = well fitted inhibition curve with a large enough effect in the polarisation, with a control signal flat, not every such curve was filed as active; inconclusive = small, poorly fitted or top-dose-only effect, or effect the other way, or a change in a side signal; inactive = no such curve, though single readings can be large or run the other way; the % refers to the polarisation; note: potency is the fitted concentration of half-maximal effect; % of control where 0% means no effect; many of its hits are not listed in these tables
p53 reactivator – qHTS assay for re-activators of p53 using a Luc reporter. H1299 p53-A138V BP100-luciferase reporter, luminescence, 24 h. Potency, µM (series often up to 92.2 µM), for the others: at the highest dose activity change, positive = activation, actives largely listed as activators. 320,000 compounds, 0.063% hits; note: potency is the fitted concentration of half-maximal effect; % of control where 0% means no effect; nearly all actives have a fitted effect of over 45% in size
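p53-null H1299 cells stably carrying temperature-sensitive p53-A138V and a BP100-luciferase reporter were pinned with compounds (4-point, 1:5 series) and held 24 hrs at 37 deg C. Luminescence was read 10 min after detection reagent.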
Giardia kill – Small Molecules that selectively kill Giardia lamblia: qHTS. Giardia lamblia trophozoite viability. activity change, % at 7.66 µM, hits read low. 340,000 compounds, 0.15% hits. AID 540267, 2011; in the data active = activity change below about -80%; inconclusive = between about -30% and that limit;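 note: parasites exposed to compound for two days anaerobically before the ATP read; % is set by controls: 0 for no effect and ±100 for the full control effect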
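ATP-content bioluminescence gauges trophozoite survival. Cells (100/well) receive compound and incubate anaerobically for 48 hrs at 37 deg C; detection reagent follows for 15-30 min at room temperature.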
FLuc modulator – qHTS profiling assay for firefly luciferase inhibitor/activator using purifed enzyme and Km concentrations of substrates (counterscreen for miR-21 project); Luciferin 4-monooxygenase (Photinus pyralis), P08659; purified FLuc, Km substrates, luminescence inhibition; Potency, µM (highest dose often 57.5 µM), for the others: at the top dose activity change, negative = inhibition, usual class: inhibitors; 360,000 compounds, 6.9% hits;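 note: potency is the fitted concentration of half-maximal effect; plate controls were vehicle for no effect and reference inhibitor for full effect; nearly all actives have a fitted effect of over 55% in size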
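Biochemical qHTS of compounds, final roughly 60 µM downward over six points, against 10 nM purified firefly luciferase using Km concentrations of substrates (10 uM D-luciferin, 10 uM ATP) in Tris acetate pH 7.5 buffer; luminescence output.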
PKM2 activator – qHTS Assay for Activators of Human Muscle isoform 2 Pyruvate Kinase. purified PKM2, Kinase-Glo ATP luminescence, activation; response scale: 0% is enzyme alone, no compound. Potency, µM (highest dose often 57.5 µM), for inactives: at the highest dose activation, most hits filed as activators. 260,000 compounds, 0.34% hits. AID 1631, 2009; note: potency is the fitted concentration of half-maximal effect; % is set by controls: 0 for no effect and ±100 for the full control effect; nearly all actives have a fitted effect of over 55% in size
Target sequence (P14618 whole entry, looked up, canonical isoform): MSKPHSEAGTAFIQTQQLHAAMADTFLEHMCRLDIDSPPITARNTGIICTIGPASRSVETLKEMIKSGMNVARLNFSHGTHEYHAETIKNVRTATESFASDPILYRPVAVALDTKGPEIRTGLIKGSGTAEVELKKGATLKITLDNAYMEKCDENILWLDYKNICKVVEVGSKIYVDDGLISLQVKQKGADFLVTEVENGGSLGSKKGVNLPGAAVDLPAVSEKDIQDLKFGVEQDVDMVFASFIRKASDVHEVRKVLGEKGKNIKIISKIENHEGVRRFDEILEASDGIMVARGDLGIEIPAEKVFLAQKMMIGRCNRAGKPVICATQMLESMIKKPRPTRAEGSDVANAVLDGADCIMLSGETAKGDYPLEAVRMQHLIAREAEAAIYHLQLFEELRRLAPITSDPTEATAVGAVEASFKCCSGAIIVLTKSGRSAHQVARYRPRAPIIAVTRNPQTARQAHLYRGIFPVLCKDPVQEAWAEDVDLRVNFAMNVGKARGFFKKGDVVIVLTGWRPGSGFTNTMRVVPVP
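hPK-M2, >95% pure; 0.1 mM ADP / 0.5 mM PEP final; imidazole pH7.2 buffer w/ 7 mM MgCl2, 50 mM KCl; 1 h RT; Kinase-Glo lum. Intermediate enzyme activity for dual inhibitor/activator qHTS.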
* hit, by the source's call; u = inconclusive; x = not tested or not shown; [ ] = another dose, or the depositor's remark. Unless noted, calls come from the whole dose curve; as a rule, active = well fitted curve in the direction sought with a large enough effect; inconclusive = small, poorly fitted or top-dose-only effect, or another doubt; inactive = no such curve, though single readings can be large; an effect the other way counts as inactive or inconclusive.

SMILES	BRCA1 expr act	Gal4-VP16 FLuc	Rab9 promoter act	ELG1 genotox	NPC1 prom act	RORgamma inh	Menin-MLL TR inh	p53 reactivator	Giardia kill	FLuc modulator	PKM2 activator
CCCNC(=O)C(Cc1ccccc1)NS(=O)(=O)c1ccc2c(c1)CCC(=O)N2 (configuration not stated)	0%	1%	-1%	9%	-3%	6%	-5%	-2%	u	1%	-7%
CC(CCc1ccccc1)NC(=O)c1ccc(-n2cncn2)c([N+](=O)[O-])c1 (configuration not stated)	-8%	x	-2%	-2%	-1%	x	x	-4%	14	-3%	x
CC1(C)CC(=O)c2cn3nc(C(F)(F)F)nc3nc2C1	-1%	-7%	-3%	1%	7%	-18%	x	0%	-8	3%	-15%
COc1cc2[nH]c(=O)c(C(=O)NCCCN3CCCCC3)c(O)c2cc1OC	36%	12%[0.365 µM]	-11%	4%	-1%	-18%	-25%	-3%	-14	3%	3%
COc1ccc(C)cc1NC(=O)C(c1ccccc1)N1CCN(CC(=O)NC2CC2)CC1 (configuration not stated)	-27%	x	-3%	0%	0%	x	x	-8%	-2	-1%	x
COc1ccc(NC(=O)c2ccc(C#N)cc2)cc1NS(=O)(=O)c1ccc(F)cc1	-30%	-10%	-5%	-2%	1%	38%	u	-6%	-5	-2%	-2%
CCOc1ccc(NC(=O)CCN2CCN(C)CC2)cc1	-9%	-7%	13%	-1%	2%	-9%	17%	u	9	0%	8%[11.5 µM]
CCOc1ccc(N2C(=O)CC(N3CCOCC3)C2=O)cc1 (configuration not stated)	0%	1%	6%	-6%	3%	13%	2%	1%	12	3%	-11%
NC(=O)C1CCN(c2oc(/C=C/c3ccccc3)nc2S(=O)(=O)c2ccccc2)CC1	3%	9%	-2%	1%	-3%	8%	26%	-21%	21	-1%	-2%
CCCn1c(=O)c2ccccc2n2c(=S)[nH]nc12	18%	-6%	-3%	-2%	0%	-9%	-16%	3%	-3	-10%	x
COc1ccccc1-n1c(SCC(=O)NC(C)(C)C)nnc1-c1ccco1	1%	0%	-1%	3%	-5%	u	-10%	-8%	-12	-1%	3%
O=C(O)CC1C(=O)NCCN1CCCc1ccccc1 (configuration not stated)	1%	3%	3%	4%	-4%	-18%	5%	-6%	3	1%	1%
O=C1CCC([N+](=O)[O-])C(c2ccc3c(c2)OCO3)N1 (configuration not stated)	-5%	-5%	-6%	0%	1%	-20%	21%	-2%	-8	2%	0%
Cc1ccccc1OCC(=O)N/N=C/c1ccc([N+](=O)[O-])o1	-80%[inhibitor]	11µM*	-10%	-3%	-1%	2.5µM*	4%	-7%	-93*	-1%	7%
CN(C(=O)COC(=O)C(C)(C)Oc1ccc(Cl)cc1)c1c(N)n(Cc2ccccc2)c(=O)[nH]c1=O	-29%	x	5%	-6%	18%	x	x	-7%	-3	0%	x
Cc1cc(Br)ccc1OCC(=O)NNC(=O)C(=O)Nc1ccccc1	22%	-4%	2%	2%	11%	-12%	-16%	1%	-9	-13%	-10%
CCO[C@H]1OC(C(=O)Nc2ccccc2)=C[C@@H](c2ccc(C(F)(F)F)cc2)[C@@H]1CCCO	-35%	u	-4%	-4%	0%	-107%	20%	1%	0	2%	3%
Cc1nc2nc[nH]c2cc1Br	16%	0%	1%	3%	-4%	0%	0%	-1%	-17	7%	-1%
COc1ccc(Cl)cc1S(=O)(=O)N1CCC(C(=O)NC2CCCC2)CC1	16%	3%	0%	-2%	-8%	23%	12%	-11%	-8	-1%	1%
Cc1cc(-n2c(C)cc(C(=O)CSc3[nH]c(=O)cc(C(F)(F)F)c3C#N)c2C)no1	0%	x	-7%	4%	2%	x	x	8%	-18	5%	x
CCOc1ccc(S(=O)(=O)N2CCCC(C(=O)NCc3ccccn3)C2)cc1 (configuration not stated)	-21%	-7%	7%	-5%	-2%	-24%	-17%	1%	-1	-2%	-1%
Cc1ccc(NS(=O)(=O)c2ccc(OCC(=O)Nc3cccc([N+](=O)[O-])c3)c(C)c2)cc1	-45%	u	1%	-11%	0%	u	u	-1%	-7	2%	2%
CC(CNC(=O)c1ccc(NC2=NC3CS(=O)(=O)CC3S2)cc1)c1ccccc1 (configuration not stated)	-7%	0%	0%	4%	1%	-2%	8%	x	14	1%	-8%
COc1ccc(C(=O)CC(=O)c2ccccc2O)cc1	u	6.3µM*	25%	u	u	7.9µM*	22%	28%	34[activator]	12µM*	4%
O=C(O)c1cc([N+](=O)[O-])ccc1Nc1ccccc1	-8%	-1%	1%	1%	0%	-8%[10 µM]	-12%	-4%	11	-1%	-4%
Cc1nn(CC(=O)NCCCN2CCCCC2C)c(=O)c2cccn12 (configuration not stated)	-2%	-7%	-4%	1%	0%	-24%	5%	16%	u	1%	6%[0.46 µM]
COCCC(=O)N1CCC(Oc2ccc(C(=O)NCCSC)cc2)CC1	-16%	-5%	3%	-1%	-7%	-16%	12%	8%	1	-5%	-2%[11.5 µM]
CC12CC(NC(=O)N1c1cccc(C(=O)N3CCCCC3)c1)c1ccccc1O2 (configuration not stated)	1%	2%	-1%	7%	1%	19%	x	1%	2	2%	x
CCC(Cc1ccccc1)NC(=O)C1CCN(c2nn3c(=O)cc(C)nc3s2)CC1 (configuration not stated)	-7%	2%	-4%	0%	2%	-9%	-3%	2%	-14	2%	x
COc1ccc(N(C(=O)c2ccncc2)S(=O)(=O)c2ccc(Cl)cc2)cc1	3%	1%	1%	-2%	-1%	-3%	x	x	u	-3%	6%
Cc1cc(C)cc(NC(=O)COc2coc(CN3CCc4ccccc43)cc2=O)c1	-18%	x	-1%	4%	-2%	x	x	-10%	1	1%	x
CCOc1ccccc1/C=N/NC(=O)CNC(=O)c1cccs1	-24%	-3%	-1%	6%	4%	7%	18%	0%	-27	u	-9%
CC(=O)N1CCN(Cc2nc3scc(-c4ccccc4)c3c(=O)[nH]2)CC1	0%	7%	-2%	-1%	-4%	2%	u	-3%	13	-1%	-6%
COc1ccc(N(CC(=O)NC(C)(C)C)C(=O)CCC(=O)Nc2nccs2)c(OC)c1	-3%	-3%	0%	3%	-2%	27%	-19%	3%	8	0%	-1%
Cc1ccc2cc(C(c3nnnn3C3CCCC3)N3CCN(c4ccc(F)cc4)CC3)c(=O)[nH]c2c1 (configuration not stated)	-30%	-7%	-5%	-3%	-4%	28%	-12%	-3%	-10	-1%	-5%
CN1CCN(/N=C/c2c3ccccc3c(Cl)c3ccccc23)CC1	-76%	-2%	-3%	-9%	-6%	u	8%	-6%	8	-7%	1%
O=C(CSc1nn(-c2ccccc2)c(=S)s1)NC1CCS(=O)(=O)C1 (configuration not stated)	-8%	3%	3%	0%	-5%	-9%	-3%	-7%	-12	1%	23%
Cc1ccn2cc(-c3nonc3C)cc2c1	u	28%	u	23µM*	u	u	u	u	5	27µM*	-14%
COc1ccc2cc(C(c3nnnn3Cc3ccccc3)N3CCCCCC3)c(=O)[nH]c2c1 (configuration not stated)	-14%	0%	-8%	3%	-1%	41%	1%	-1%	17	1%	u
CC(Sc1nc2ccccc2s1)C(=O)Nc1nnc(C(C)C)s1 (configuration not stated)	-1%	u	4%	-5%	-2%	2.8µM*	-6%	-4%	-19	-14%	-1%
CCN(C(=O)COC(=O)c1c(-c2ccccc2)noc1C)C1CCS(=O)(=O)C1 (configuration not stated)	2%	-9%	0%	4%	14%	14%	0%	-2%	-6	-2%	0%
O=C(Nc1ccccc1)OCCOc1ccccc1Br	13%	30%	u	u	u	32%	20%	u	12	u	4%
Nc1nccnc1C(=O)OCC(=O)NCCc1ccc(Cl)cc1	0%	x	-7%	-6%	5%	x	x	-5%	-9	0%	x
O=C(NCc1nnc2c(C(F)(F)F)cc(Cl)cn12)c1ccc2c(c1)OCO2	10%	5%	1%	0%	1%	13%	-4%	-6%	-4	-1%	x

An excerpt of these results, with values under each structure.
Screens in order: BRCA1 expr act | Gal4-VP16 FLuc | Rab9 promoter act | ELG1 genotox | NPC1 prom act | RORgamma inh | Menin-MLL TR inh | p53 reactivator | Giardia kill | FLuc modulator | PKM2 activator
- Nc1nccnc1C(=O)OCC(=O)NCCc1ccc(Cl)cc1
→ 0% | x | -7% | -6% | 5% | x | x | -5% | -9 | 0% | x
- O=C(NCc1nnc2c(C(F)(F)F)cc(Cl)cn12)c1ccc2c(c1)OCO2
→ 10% | 5% | 1% | 0% | 1% | 13% | -4% | -6% | -4 | -1% | x

Some of the compounds tested; the hit share may differ from the screen's.
